Compound activity deposited in PubChem BioAssay by several laboratories.
Hsp70 activator: Hsp70 transcriptional activators, primary screen, cell-based, HeLa, Hsp70 promoter luciferase, luminescence, 10 µM. AID 1203, 2008. activation, % at 10 µM. HeLa Hsp70 promoter luciferase reporter; scaled: vehicle 0, proteasome-inhibitor control 100%. hit rate 0.04% among 200,000;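 active means activation above the mean across all tested compounds plus 3 SD, cutoff set per campaign, cut at about 5.5% in these data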;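 further: 100% = MG132 at 30 µM as the positive control and 0% = DMSO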
STAT3 blocker: IL-6 driven STAT3 reporter inhibitors, primary screen, U3A cells, luciferase, luminescence, MLSCN library; IL-6 STAT3-luciferase reporter; host cell line lacks STAT1; hit rate 0.89% among 190,000; inhibition, % at 5.5 µM;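 active means inhibition above the mean inhibition across all screened compounds plus 3 SD, cut at about 44% in these data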;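 further: 0% = DMSO only wells and 100% = 100 µM nifuroxazide control wells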
STAT1 activator: STAT1 signaling activators, primary screen, cell-based, HTS, luciferase reporter; NIH 3T3 STAT1-luciferase reporter, IFN-gamma, luminescence; 100% = IFN-gamma alone, no compound; activation (% of control), % at 5.5 µM; hit rate 2.6% among 200,000;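 active means activation above the screen-wide mean activation plus 3 SD, cut at about 130% in these data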;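 further: raw ratio to IFN-gamma control signal so 100% means no change and 0% no light; values of inactives mirror those of a sister screen read the other way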
G6PDH counter: L. mesenteroides G6PDH inhibitors, counter-screen for G6PDH-coupled screening assays, biochemical, Leuconostoc mesenteroides enzyme; Purified L. mesenteroides G6PDH, diaphorase/resazurin coupled fluorescence, 45 min; inhibition, % at 5 µM; hit rate 0.12% among 200,000; AID 1020, 2008; in the data active means inhibition above about 50%
STAT1 blocker: STAT1 signaling inhibitors, primary screen, cell-based, HTS, luciferase reporter. NIH 3T3 STAT1-luciferase reporter, IFN-gamma, luminescence. inhibition, % at 5.5 µM. hit rate 0.35% among 200,000;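 active means inhibition above a set limit, the mean inhibition across all tested compounds plus 3 SD, cut at about 34% in these data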;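 further: 0% = IFN-gamma with DMSO and 100% = IFN-gamma with 300 µM nifuroxazide; values of inactives mirror those of a sister screen read the other way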
Diaphorase inh: diaphorase inhibitors and chemical oxidizers, primary screen, counter-screen for diaphorase-coupled primary assays, biochemical, uHTS, resorufin fluorescence | diaphorase resazurin-to-resorufin fluorescence, NADH, 16 min; bacterial (C. kluyveri) enzyme, not human | inhibition, % at 20 µM | hit rate 0.69% among 190,000 | AID 1217, 2008;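 active means primary screen inhibition at 20 µM above a set limit, cut at about 50% in these data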;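 further: plate controls were DMSO with full reaction for no effect and wells lacking NADH for full effect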
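System: Diaphorase enzyme from Clostridium kluyveri | Amount: Enzyme working solution with 0.14 U/mL diaphorase | Benchmarks: No-NADH positive control and DMSO neutral control | Signal: Fluorescence of resorufin formed from resazurin, Ex 544/Em 590 nm | Schedule: 16-min room-temperature incubation before reading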
STAT3 act: IL-6 driven STAT3 reporter potentiators, primary screen, U3A cells, luciferase, luminescence, MLSCN library. IL-6 STAT3-luciferase reporter; 100% = signal with IL-6 EC80 alone. activation (% of control), % at 5.6 µM. hit rate 0.91% among 190,000. AID 871, 2007;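 active means activation above the screen-wide mean of compound activation plus 3 SD, cut at about 130% in these data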;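 further: 0% = background luminescence of wells with medium and substrate only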
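Material: STAT3-luciferase reporter U3A cells. Controls: IL-6-treated wells, 100% activation. Read-out: % activation versus median of IL-6-stimulated wells. Probe or stimulus: IL-6 stimulus at 33 ng/mL final. Timing: compound 1 h, then IL-6 6 h at 37 °C. Signal: reporter luminescence signal.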
TLR4 MyD88 comp: inhibitors of TLR4-MyD88 association in cells, primary screen, cell-based, HeLa CL3-4, BLA complementation, FRET ratio. HeLa CL3-4 TLR4/MyD88 BLA complementation. inhibition, % at 8.4 µM. hit rate 0.18% among 200,000; in the data active means inhibition above about 25%;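 further: 0% = vehicle and 100% = reference inhibitor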
Target sequence (O00206 whole entry, looked up): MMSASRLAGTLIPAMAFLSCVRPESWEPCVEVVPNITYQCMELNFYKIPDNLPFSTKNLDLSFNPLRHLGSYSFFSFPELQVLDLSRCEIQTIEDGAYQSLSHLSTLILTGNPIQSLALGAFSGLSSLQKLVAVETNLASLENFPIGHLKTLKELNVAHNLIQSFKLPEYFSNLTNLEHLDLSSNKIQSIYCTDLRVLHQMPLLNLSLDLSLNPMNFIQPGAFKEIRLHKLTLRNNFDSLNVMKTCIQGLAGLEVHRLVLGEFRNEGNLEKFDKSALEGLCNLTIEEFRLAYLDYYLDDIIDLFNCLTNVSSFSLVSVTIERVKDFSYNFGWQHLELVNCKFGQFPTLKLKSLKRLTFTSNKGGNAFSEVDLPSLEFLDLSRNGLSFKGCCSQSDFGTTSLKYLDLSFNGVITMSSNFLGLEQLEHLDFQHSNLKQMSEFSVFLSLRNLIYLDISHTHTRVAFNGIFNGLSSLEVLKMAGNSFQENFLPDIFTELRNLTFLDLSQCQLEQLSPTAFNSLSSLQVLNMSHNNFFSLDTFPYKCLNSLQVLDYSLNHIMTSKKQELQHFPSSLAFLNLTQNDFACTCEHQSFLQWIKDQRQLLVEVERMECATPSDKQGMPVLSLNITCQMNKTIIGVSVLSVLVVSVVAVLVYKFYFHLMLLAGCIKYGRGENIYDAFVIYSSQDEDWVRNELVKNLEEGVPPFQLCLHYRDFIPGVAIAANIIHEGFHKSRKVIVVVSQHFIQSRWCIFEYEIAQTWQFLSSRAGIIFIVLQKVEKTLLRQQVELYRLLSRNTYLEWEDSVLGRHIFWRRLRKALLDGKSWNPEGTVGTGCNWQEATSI
Target sequence (Q99836 whole entry, looked up): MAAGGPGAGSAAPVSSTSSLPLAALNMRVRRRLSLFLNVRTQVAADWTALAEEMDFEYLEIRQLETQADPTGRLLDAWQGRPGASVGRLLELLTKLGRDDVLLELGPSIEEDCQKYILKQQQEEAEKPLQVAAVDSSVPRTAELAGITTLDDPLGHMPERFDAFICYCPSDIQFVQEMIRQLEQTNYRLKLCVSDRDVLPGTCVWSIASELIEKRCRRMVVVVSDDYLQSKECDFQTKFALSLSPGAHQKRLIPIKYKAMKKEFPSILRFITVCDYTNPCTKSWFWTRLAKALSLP
APP transl inh: inhibitors of APP translation via 5'UTR reporter, primary screen, APP 5'UTR luciferase, SH-SY5Y cells. hit rate 0.82% among 190,000. SH-SY5Y APP 5'UTR-luciferase reporter, luminescence. AID 1285, 2008. inhibition, % at 2 µM;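 active means inhibition above a set limit, derived from the sample mean plus 3 SD, cut at about 45% in these data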; further: values of inactives mirror those of a sister screen read the other way
Diaphorase act: compounds boosting diaphorase resazurin reduction – biochemical, uHTS, resorufin fluorescence, counter-screen for diaphorase-coupled primary assays, primary screen. activation factor at 20 µM. Diaphorase/resazurin coupled assay, 16 min; stronger effect = higher value; 1 = vehicle wells, 0 = NADH-free wells. AID 1229, 2008. hit rate 0.005% among 190,000;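 active means diaphorase activity raised at least twofold by the compound at 20 µM; inactive means activation factor below 2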
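Material: Clostridium kluyveri diaphorase, purified enzyme; Quantity: enzyme 0.07 U/mL final; Medium: HEPES pH 7.4 buffer with MgCl2 and Tween 20; Dosing: single compound dose of 20 µM, 1% DMSO final; Schedule: 16 min reaction at room temperature; Measured by: red resorufin fluorescence at 544/590 nm excitation/emission.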
* = called active by the depositor; x = no result given.

Under each structure: Diaphorase inh | Diaphorase act | STAT1 activator | G6PDH counter | TLR4 MyD88 comp | STAT1 blocker | STAT3 blocker | APP transl inh | STAT3 act | Hsp70 activator
[1] CCCCc1ccc(C2C3=C(CC(C)(C)CC3=O)NC3=C2C(=O)c2ccccc23)cc1 (configuration not stated)
 : 20 | 0.8 | 99 | -4 | 11 | 1 | -8 | x | 107 | -0.4
[2] Cc1cccc(NC(=O)CCCN2C(=O)c3cccc4cccc(c34)C2=O)c1
 : 9 | 0.9 | 89 | 2 | 3 | 12 | 10 | 7 | 95 | 0.6
[3] O=C(O)CCc1ncc(C(F)(F)F)cc1Cl
 : 2 | 1 | 96 | 0 | -4 | 4 | -8 | 0 | 108 | -0.1
[4] COc1cccc2sc(N(C)c3ccccc3)nc12
 : 6 | 0.9 | 150* | 8 | -4 | -55 | 43 | -218 | 66 | 0.2
[5] CCc1c(C)sc(NC(=O)c2cnn3cccnc23)c1C#N
 : -5 | 1 | 103 | 3 | -11 | -3 | 9 | 18 | 94 | 0.1
[6] O=C(Nc1ccc2c(c1)OCCO2)c1coc2ccccc2c1=O
 : 5 | 0.9 | 108 | -14 | 18 | -9 | 12 | -13 | 92 | -0.4
[7] CCn1c(SCC(N)=O)nnc1-c1cc2c(C)nn(-c3ccccc3)c2s1
 : 9 | 0.9 | 93 | 2 | 5 | 8 | 20 | 10 | 88 | -0.5
[8] CC12Cc3ccc4ccccc4c3C=C1C[N+](C)(C)C2 (configuration not stated)
 : 14 | 0.9 | 99 | 4 | -6 | 5 | 2 | -3 | 100 | -0.2
[9] O=c1oc2ccccc2c(NC(c2ccccc2)c2ccccc2)c1[N+](=O)[O-]
 : 14 | 0.9 | 101 | 5 | -6 | -1 | -4 | -2 | 107 | -0.7
[10] CN(c1ccccc1)S(=O)(=O)c1cccc(NS(=O)(=O)c2ccc(/C=C/C(=O)O)cc2)c1
 : 59* | 0.4 | 108 | 10 | -6 | -9 | -7 | -4 | 107 | -0.4
[11] O=C(CSc1nnc(Nc2ccccc2)s1)NCc1ccco1
 : 15 | 0.9 | 99 | 5 | -14 | 1 | -6 | -4 | 108 | -0.2
[12] O=C(Nc1ccccc1)N1CCCC(c2nc(-c3cccs3)no2)C1 (configuration not stated)
 : 7 | 0.9 | 111 | 2 | -7 | -14 | 4 | 10 | 100 | -0.4
[13] Cc1nc(CN2CCC(c3ccccc3)CC2)cc(=O)[nH]1
 : -4 | 1 | 103 | 6 | -6 | -3 | 22 | -5 | 88 | 0.0
[14] Cc1ccc(C(c2nnnn2C(C)(C)C)N2CCC(C)CC2)cc1 (configuration not stated)
 : 14 | 0.9 | 107 | 8 | 10 | -1 | 0 | 19 | 103 | 0.3
[15] CCn1c2ccccc2c2cc(NC(=O)c3cccc(OC)c3)ccc21
 : 31 | 0.7 | 120 | -33 | 12 | -22 | -2 | -31 | 106 | 0.0
[16] CC(=O)N(C(C)=O)c1ccc2nc(C)[nH]c(=O)c2c1
 : 10 | 0.9 | 82 | 6 | -13 | 20 | 16 | -17 | 89 | -0.4
[17] CC1CN(S(=O)(=O)c2cccc(C(=O)Nc3ccc(S(=O)(=O)Nc4ncccn4)cc3)c2)CC(C)O1 (configuration not stated)
 : 9 | 0.9 | 101 | 2 | -3 | -2 | 6 | -13 | 97 | -0.2
[18] COc1ccc(NC2=NCC(=O)N2c2ccccc2F)cc1
 : 4 | 1 | 88 | 2 | 0 | 13 | 4 | -2 | 101 | 0.0
[19] COc1ccc(C(=N/O)/C(=N/O)c2ccc(OC)cc2)cc1
 : 4 | 1 | 96 | 13 | 7 | 5 | -6 | 14 | 108 | 0.4
[20] O=C(CSc1nnnn1-c1cccc2c1CCCC2)N1CCCC1
 : -13 | 1.1 | 89 | 7 | -4 | 11 | 15 | 2 | 90 | -0.2
[21] COc1ccccc1C(=O)Nc1ccc(C2=NNC(=O)CC2C)cc1 (configuration not stated)
 : 8 | 0.9 | 99 | 1 | -16 | 1 | 12 | -19 | 94 | 0.3
[22] CCN1CCN(c2cc(N3CCc4ccccc4C3)c(F)cc2[N+](=O)[O-])CC1
 : 17 | 0.8 | 90 | -17 | 17 | 11 | 20 | -23 | 82 | -0.2
[23] Cn1cnc([N+](=O)[O-])c1Oc1ccc2ccccc2c1
 : 24 | 0.8 | 100 | 9 | -3 | 0 | -50 | 4 | 139* | 0.1
[24] CCOC(=O)N1CCN(C(=S)Nc2cc(OC)c(OC)cc2C(=O)OC)CC1
 : 13 | 0.9 | 101 | -3 | -5 | -1 | 11 | -20 | 96 | -0.2
[25] CN=c1scc(C)n1/N=C/c1cc(Br)c(O)c(Br)c1
 : 19 | 0.8 | 110 | 4 | 11 | -12 | 18 | 4 | 91 | -0.2
[26] CCOC(=O)c1[nH]c(C)c(C(=O)Nc2ccc(C)c(C)c2)c1C
 : 25 | 0.7 | 104 | -2 | 2 | -4 | 5 | -9 | 103 | 0.2
[27] CN(C)Cc1n[nH]c(=O)c2ccccc12
 : 2 | 1 | 95 | -1 | -2 | 4 | 6 | -12 | 97 | -0.3
[28] CCCc1nc(-c2ccc(-c3ccc(F)cc3)cc2)no1
 : 10 | 0.9 | 119 | -1 | -1 | -21 | 9 | -9 | 96 | -0.4
[29] CCC1CCCCN1C(=O)c1cc(COc2ccc3ncccc3c2)on1 (configuration not stated)
 : 18 | 0.8 | 75 | 8 | -8 | 26 | 85* | 12 | 28 | 0.4
[30] Cc1cc(-c2cccc(Br)c2)c(C#N)c(N)n1
 : -2 | 1 | 104 | 5 | -5 | -5 | -21 | 11 | 129 | -0.1

Look-ups from above:
O=C(Nc1ccc2c(c1)OCCO2)c1coc2ccccc2c1=O in TLR4 MyD88 comp reads 18
CN(C)Cc1n[nH]c(=O)c2ccccc12 in Diaphorase act reads 1
Cc1ccc(C(c2nnnn2C(C)(C)C)N2CCC(C)CC2)cc1 (configuration not stated) in G6PDH counter reads 8
Cn1cnc([N+](=O)[O-])c1Oc1ccc2ccccc2c1 in TLR4 MyD88 comp reads -3

Back to the main list, starting 2 compounds before the break.
Under each structure: Diaphorase inh | Diaphorase act | STAT1 activator | G6PDH counter | TLR4 MyD88 comp | STAT1 blocker | STAT3 blocker | APP transl inh | STAT3 act | Hsp70 activator
[29] CCC1CCCCN1C(=O)c1cc(COc2ccc3ncccc3c2)on1 (configuration not stated)
 : 18 | 0.8 | 75 | 8 | -8 | 26 | 85* | 12 | 28 | 0.4
[30] Cc1cc(-c2cccc(Br)c2)c(C#N)c(N)n1
 : -2 | 1 | 104 | 5 | -5 | -5 | -21 | 11 | 129 | -0.1
[31] COc1ccc(NC(=O)C(=S)NC2CCCCC2)cc1
 : 15 | 0.8 | 158* | -7 | -5 | -67 | -11 | -121 | 110 | 0.2
[32] CCC(=O)Nc1c2c(nn1-c1ccc(OC)cc1)CS(=O)C2 (configuration not stated)
 : 15 | 0.8 | 102 | -3 | -6 | -2 | 7 | -23 | 101 | 0.2
[33] Cc1cc(C(F)(F)F)nn1CC(=O)N(C)c1ccccc1
 : x | x | 101 | -6 | 10 | -3 | 10 | 16 | 93 | -0.3
[34] Cc1c(CN(C)C(=O)c2nn(C)cc2[N+](=O)[O-])cnn1C
 : 5 | 1 | 95 | 9 | 1 | 6 | -2 | -20 | 104 | -0.5
[35] Oc1cccc(Nc2ncnc3ccccc23)c1
 : 3 | 1 | 103 | 0 | -5 | -3 | 19 | -7 | 88 | -0.1
[36] O=C(CN1C(=O)CCC1=O)Nc1ccc(S(=O)(=O)N2CCOCC2)cc1
 : 12 | 0.9 | 104 | 4 | 5 | -4 | 0 | 0 | 103 | 0.2
[37] CCSc1nc(-c2ccccc2)c2cc(Cl)ccc2n1
 : 18 | 0.8 | 99 | -8 | 5 | 1 | 4 | -14 | 99 | -0.2
[38] C=CCNC(=O)c1sc(-c2ccccc2)nc1C
 : 1 | 1 | 121 | 2 | -10 | -27 | 14 | -26 | 92 | -0.2
[39] COc1cccc(C(=O)Nc2nnc(C(C)C)s2)c1
 : 2 | 1 | 136* | 0 | -1 | -31 | 36 | -198 | 71 | -0.3
[40] COc1ccc(CCNC(=O)c2cccc(S(=O)(=O)N3CCCCC3)c2)cc1
 : 21 | 0.8 | 93 | -3 | 2 | 8 | 6 | -8 | 96 | -0.2
[41] Cc1ccc2cc3c(NC(=O)C(C)C)nn(C)c3nc2c1
 : 2 | 1 | 97 | 12 | 6 | 3 | 18 | 4 | 88 | -0.2
[42] Cc1ccc(C(=O)Nc2c(C)n(C)n(-c3ccccc3)c2=O)cc1S(=O)(=O)N1CCOCC1
 : 3 | 1 | 103 | 10 | 5 | -3 | 5 | -12 | 102 | 0.1
[43] c1ccc(-c2noc(-c3ccc4c(c3)OCO4)n2)cc1
 : 3 | 1 | 99 | -2 | -11 | -1 | 66* | -167 | 46 | 0.5
[44] COC(=O)c1sc(NC(=O)CSc2nnc(Cn3nnc4ccccc43)n2C)nc1C
 : 0 | 1 | 99 | 0 | 7 | 1 | -8 | 0 | 103 | -0.5
[45] CCOCCCNCC(=O)NCC1CCCCC1
 : 17 | 0.8 | 105 | -2 | -10 | -7 | 2 | 12 | 105 | 0.2
[46] O=S(=O)(Nc1cccc(-c2cn3cccnc3n2)c1)c1ccccc1
 : -1 | 1 | 100 | 1 | -21 | 0 | 20 | 3 | 83 | -0.1
[47] C/C(=N\S(=O)(=O)c1ccc(C)cc1)N1CCN(S(=O)(=O)c2ccccc2)C1C(C)C (configuration not stated)
 : 16 | 0.8 | 100 | -2 | 0 | 1 | -5 | 1 | 104 | -0.1
[48] S=C(NCc1cccs1)Nc1cccc(Cl)c1Cl
 : 3 | 1 | 95 | 12 | 12 | 5 | -3 | -18 | 99 | -0.3
[49] Cc1oc(-c2ccc(Cl)cc2)nc1CN1CCC(C(=O)N2CCN(Cc3ccccc3)CC2)CC1
 : 14 | 0.9 | 96 | 0 | -10 | 4 | 16 | x | 94 | -0.3
[50] CCCCOC(=O)Nc1ccc(C(N)=O)cc1
 : 9 | 0.9 | 120 | 10 | 6 | -22 | -9 | 7 | 108 | 0.6
[51] Nc1cccc(CN2CCCC2)c1
 : 1 | 1 | 106 | 5 | -8 | -8 | 14 | -11 | 93 | -0.1
[52] CO/N=C/c1ccc(Sc2ccccc2)c([N+](=O)[O-])c1
 : 15 | 0.8 | 100 | -4 | 0 | -1 | -3 | -18 | 104 | -0.4
